From PubChem
Yeast tox: Compounds toxic to wild-type S. cerevisiae growth | A595 turbidity, 16 h | growth inhibition, % at 25 µM (by protocol) | hit rate 0.3% among 30,000 | AID 685;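 active = mutant and wild-type yeast strains alike exhibit over 30% growth inhibition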;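 also: 0% = untreated cell controls and 100% = YPD media blanks without cells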
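System: S. cerevisiae wild-type or eIF2Bepsilon-R284H mutant strain; times: 16 h growth with compound, 30 °C; signal: absorbance at 595 nm (turbidity); measure: growth inhibition (%) versus cell controls and blanks; compound: 25 µM single dose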
eIF2B yeast act: modulators of yeast eIF2B activity | S. cerevisiae eIF2B-epsilon R284H, GCN4-lacZ luminescence | inhibition, % at 25 µM (by protocol) | hit rate 0.91% among 27,000;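 active = mutant luminescence inhibited past about 50% while wild type luminescence and mutant growth stay under set limits, limit read from the data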; also: some compounds called inactive have numbers as strong as hits
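Material – yeast eIF2B-epsilon R284H mutant carrying GCN4–beta-galactosidase fusion · Medium – YPD yeast growth medium · Compound – one concentration, 25 µM, 0.25% DMSO · Times – 16 h at 30 °C exposure · Signal – Beta-Glo luminescence plus absorbance at 595 nm · Read-out – % inhibition of reporter signal and growth versus controls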
Yeast tox inhibition %: further read-out of Yeast tox, marked with its call; growth inhibition, %; S. cerevisiae eIF2Bepsilon-R284H mutant growth, A595 turbidity, 16 h;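 each compound tested once at 25 µM; 0% equals untreated cells and 100% equals cell-free medium blanks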
eIF2B yeast act mutant toxicity: second read-out of eIF2B yeast act, no call of its own (marks repeat the call); growth inhibition, %; measured here: mutant yeast growth, toxicity;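 each compound tested once at 25 µM; zero equals untreated control growth and 100 equals blank medium absorbance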
* marks the source's active call; other numbers are inactive results. Some of the compounds tested; the hit share may differ from the screen's.

`O=C(NCC1CCCO1)c1ccc(CS(=O)(=O)c2ccc(Cl)cc2)o1` (stereo not drawn) gave Yeast tox 28 and Yeast tox inhibition % 5.
For COC(=O)c1[nH]c2ccc(C)cc2c1NC(=O)CN1CCc2cc(OC)c(OC)cc2C1 the results were Yeast tox 18, eIF2B yeast act -37, Yeast tox inhibition % 12 and eIF2B yeast act mutant toxicity 12.
Screening c1ccc(CCc2nc(-c3ccncc3)no2)cc1 returned Yeast tox -14, eIF2B yeast act 50*, Yeast tox inhibition % 15 and eIF2B yeast act mutant toxicity 15*.
`COc1ccc(-c2nnc(N)s2)cc1` gave Yeast tox 5, eIF2B yeast act 3, Yeast tox inhibition % 17 and eIF2B yeast act mutant toxicity 17.
Screening COc1ccc(O)c(-c2cc(C(F)(F)C(F)F)nc(-c3ccccc3)n2)c1 returned Yeast tox -8, eIF2B yeast act -5, Yeast tox inhibition % -45 and eIF2B yeast act mutant toxicity -45.
Screening CCCCN(C)Cc1c(C)[nH]c2ccc(Cl)cc2c1=O returned Yeast tox -2, eIF2B yeast act 17, Yeast tox inhibition % -10 and eIF2B yeast act mutant toxicity -10.
For Cc1cc(NC(=O)c2cc(-c3cccs3)on2)nn1Cc1ccc(Cl)cc1 the results were Yeast tox -18, eIF2B yeast act -22, Yeast tox inhibition % -59 and eIF2B yeast act mutant toxicity -59.
Screening COC(=O)c1ccccc1S(=O)(=O)NC(=O)c1ccccc1 returned Yeast tox 9, eIF2B yeast act 19, Yeast tox inhibition % -6 and eIF2B yeast act mutant toxicity -6.
For COc1ccc(N2C(=O)CC(N3CCC(c4nc5ccccc5[nH]4)CC3)C2=O)cc1 (stereo not drawn) the results were Yeast tox 13 and Yeast tox inhibition % 10.
Screening CCCCn1c(=O)n(C)c(=O)c2c3c(sc21)COC(C)(C)C3 returned Yeast tox 28, eIF2B yeast act 16, Yeast tox inhibition % -12 and eIF2B yeast act mutant toxicity -12.
`COc1cccc(CNc2nc3nc(C)cc(C)n3n2)c1` gave Yeast tox 9, eIF2B yeast act 20, Yeast tox inhibition % 7 and eIF2B yeast act mutant toxicity 7.
Screening CC1CCN(C(=O)CCCNC(=O)Cn2cnc3sc4c(c3c2=O)CCCC4)CC1 returned Yeast tox 4 and Yeast tox inhibition % -2.
Screening Cc1nn(-c2ccccc2)c2[nH]c(=O)c(CNCc3ccc4c(c3)OCO4)cc12 returned Yeast tox -1, eIF2B yeast act 15, Yeast tox inhibition % -10 and eIF2B yeast act mutant toxicity -10.
Screening Cc1cc(C)c(C#N)c(N2CCN(Cc3ccc4c(c3)OCO4)CC2)n1 returned Yeast tox 6, eIF2B yeast act 23, Yeast tox inhibition % -5 and eIF2B yeast act mutant toxicity -5.
Screening Cn1c(=O)c2[nH]c(-c3cccnc3)nc2n(C)c1=O returned Yeast tox 0, eIF2B yeast act 11, Yeast tox inhibition % 16 and eIF2B yeast act mutant toxicity 16.
`N#Cc1ccccc1NC(=O)CSc1nnc(-c2ccc(F)cc2)n1-c1ccccc1` gave Yeast tox 9, eIF2B yeast act -2, Yeast tox inhibition % -5 and eIF2B yeast act mutant toxicity -5.
`COc1ccc2[nH]c3c(NCc4ccco4)ncnc3c2c1` gave Yeast tox 33, eIF2B yeast act -9, Yeast tox inhibition % -9 and eIF2B yeast act mutant toxicity -9.
For O=c1[nH]c2cc3c(cc2cc1C(c1nnnn1C1CCCC1)N1CCCc2ccccc21)OCCO3 (stereo not drawn) the results were Yeast tox -15, eIF2B yeast act 26, Yeast tox inhibition % 4 and eIF2B yeast act mutant toxicity 4.
For CCCc1nc2sc3c(c2c(=O)n1NC(=O)CCC(=O)O)CCCC3 the results were Yeast tox -9, eIF2B yeast act -6, Yeast tox inhibition % 12 and eIF2B yeast act mutant toxicity 12.
`C=CCNC(=O)CN(c1ccc(F)cc1)S(=O)(=O)c1ccc(OC)cc1` gave Yeast tox 4, eIF2B yeast act -38, Yeast tox inhibition % 17 and eIF2B yeast act mutant toxicity 17.
For CC(C)OCCCN1CN(S(=O)(=O)c2ccccc2)c2nc3ccccc3nc21 the results were Yeast tox -4, eIF2B yeast act 24, Yeast tox inhibition % 15 and eIF2B yeast act mutant toxicity 15.
Screening CCn1c(Cn2nnc(-c3ccccc3)n2)nnc1SCC(=O)Nc1ccc(C(C)=O)cc1 returned Yeast tox -21, eIF2B yeast act 2, Yeast tox inhibition % -36 and eIF2B yeast act mutant toxicity -36.
Cc1ccc2c(c1)cc(CN(Cc1cccs1)C(=O)c1ccco1)c1nnnn12 was read as Yeast tox -12, eIF2B yeast act 20, Yeast tox inhibition % -5 and eIF2B yeast act mutant toxicity -5.
Oc1ccc(-n2cnnn2)cc1 was read as Yeast tox 21 and Yeast tox inhibition % 19.
For CCC1(C(=O)OC)NC(c2ccco2)C2C(=O)N(c3ccccc3)C(=O)C21 (stereo not drawn) the results were Yeast tox -9 and Yeast tox inhibition % -7.
COc1ccc(C(C)=O)cc1COc1ccc(-n2cnnn2)cc1 was read as Yeast tox 15, eIF2B yeast act -11, Yeast tox inhibition % -5 and eIF2B yeast act mutant toxicity -5.
`CN1CCN(c2nc3c(c(=O)n(C)c(=O)n3C)n2CC(=O)C23CC4CC(CC(C4)C2)C3)CC1` gave Yeast tox -45, eIF2B yeast act -8 and Yeast tox inhibition % 0.
Screening CCOC(=O)c1csc(NC(=O)CSc2nnnn2CC)n1 returned Yeast tox -14, eIF2B yeast act 4, Yeast tox inhibition % -2 and eIF2B yeast act mutant toxicity -2.
`O=C(c1ccccc1)N1CCc2ccccc21` gave Yeast tox 27, eIF2B yeast act 12, Yeast tox inhibition % 6 and eIF2B yeast act mutant toxicity 6.
For c1ccc(-n2c(-c3ccco3)nnc2-c2ccco2)cc1 the results were Yeast tox 16, eIF2B yeast act 18, Yeast tox inhibition % 22 and eIF2B yeast act mutant toxicity 22.
`CC1CN(c2oc(-c3ccco3)nc2C#N)CC(C)O1` (stereo not drawn) gave Yeast tox 7 and Yeast tox inhibition % 0.
For COc1ccc(CNC(=O)C(c2ccc(C)o2)N(C(=O)c2csnn2)c2ccc(C(C)C)cc2)cc1 (stereo not drawn) the results were Yeast tox 18, eIF2B yeast act 13, Yeast tox inhibition % -3 and eIF2B yeast act mutant toxicity -3.
Screening CCCc1cc(=O)[nH]c(SCC(=O)N(C)Cc2ccccc2)n1 returned Yeast tox 14, eIF2B yeast act -12, Yeast tox inhibition % 17 and eIF2B yeast act mutant toxicity 17.
`O=S(=O)(c1ccc(N2CCOCC2)nc1)N1CCOCC1` gave Yeast tox 2, eIF2B yeast act 18, Yeast tox inhibition % 5 and eIF2B yeast act mutant toxicity 5.
CCn1c(COc2ccccc2C)nnc1SCC(=O)Nc1ccc2c(c1)OCCO2 was read as Yeast tox -26, eIF2B yeast act -28, Yeast tox inhibition % -23 and eIF2B yeast act mutant toxicity -23.
`COC(=O)c1ccc(NC(=O)CSc2nnc(-c3ccncc3)n2N)cc1` gave Yeast tox 14, eIF2B yeast act 9 and Yeast tox inhibition % 0.
Screening CCOc1ccccc1NC(=O)CCCc1nc2ccccc2c(=O)[nH]1 returned Yeast tox -5, eIF2B yeast act 17, Yeast tox inhibition % -10 and eIF2B yeast act mutant toxicity -10.
`CC(C)(C)NC(=O)Cn1cc(C#N)c2cc(Br)ccc21` gave Yeast tox 5, eIF2B yeast act 11, Yeast tox inhibition % -14 and eIF2B yeast act mutant toxicity -14.
`CCOC(=O)c1cnc(SC)nc1Nc1cccc2ccccc12` gave Yeast tox -7, eIF2B yeast act -1, Yeast tox inhibition % -17 and eIF2B yeast act mutant toxicity -17.
`Cn1c(Cn2c(=O)sc3ccccc32)nnc1SCc1ccccn1` gave Yeast tox 38, eIF2B yeast act -31, Yeast tox inhibition % 22 and eIF2B yeast act mutant toxicity 22.
O=C(Nc1ccc(-c2noc(-c3cccs3)n2)cc1)c1cccnc1 was read as Yeast tox -36, eIF2B yeast act 0, Yeast tox inhibition % -19 and eIF2B yeast act mutant toxicity -19.
Screening CC(=O)Oc1ccc2c(c1)c(C(C)=O)c(C)n2C returned Yeast tox -8, eIF2B yeast act 29, Yeast tox inhibition % 5 and eIF2B yeast act mutant toxicity 5.
`Cc1cc(=O)oc2c(CN3CCCCC3)c(O)c(Cl)cc12` gave eIF2B yeast act 12.
Cc1cccc(N2CCN(C(=O)C3CCN(S(=O)(=O)c4cccc5nsnc45)CC3)CC2C)c1 (stereo not drawn) was read as Yeast tox 8, eIF2B yeast act 5, Yeast tox inhibition % 2 and eIF2B yeast act mutant toxicity 2.
Screening CCCOC(=O)C1=C(C)NC2=C(C(=O)CC(C)(C)C2)C1c1ccc(N(C)C)cc1 (stereo not drawn) returned Yeast tox -5, eIF2B yeast act 13, Yeast tox inhibition % -3 and eIF2B yeast act mutant toxicity -3.
Screening Cc1ccc(C(C)C)c(OCCN2C(=O)NC(C)(C)C2=O)c1 returned Yeast tox 24 and Yeast tox inhibition % 5.
For CC(C)COC(=O)n1c(=O)oc2cc(S(=O)(=O)N3CCCCC3)ccc21 the results were Yeast tox -2, eIF2B yeast act 17, Yeast tox inhibition % 17 and eIF2B yeast act mutant toxicity 17.
For O=C(O)CCN1Cc2ccccc2C1=O the results were Yeast tox 13, eIF2B yeast act 7, Yeast tox inhibition % 7 and eIF2B yeast act mutant toxicity 7.
For CN1CCCCc2c1nc1ccccc1c2N (tested in a mixture with another compound) the results were Yeast tox -9, eIF2B yeast act 12, Yeast tox inhibition % 15 and eIF2B yeast act mutant toxicity 15.
Cc1ccc(S(=O)(=O)N/N=C2/CC(c3ccccc3)Oc3ccccc32)cc1 (stereo not drawn) was read as Yeast tox -24, eIF2B yeast act -7 and Yeast tox inhibition % 0.
`COC(=O)C(O)(CC(=O)Nc1ccc(C)c(F)c1)C(F)(F)F` (stereo not drawn) gave Yeast tox 24, eIF2B yeast act 11, Yeast tox inhibition % 12 and eIF2B yeast act mutant toxicity 12.
For CCCCNC(=O)C1CCCNC1=O (stereo not drawn) the results were Yeast tox 12, eIF2B yeast act 22, Yeast tox inhibition % 26 and eIF2B yeast act mutant toxicity 26.
For Cc1ccc(C)c(N2CCN(C(=O)c3ccc(Cn4c(=O)[nH]c5ccccc5c4=O)cc3)CC2)c1 the results were Yeast tox -12, eIF2B yeast act 19, Yeast tox inhibition % -30 and eIF2B yeast act mutant toxicity -30.
`CCc1ccc(C(=O)COC(=O)CNC(=O)c2cccs2)cc1` gave Yeast tox -53, eIF2B yeast act -34, Yeast tox inhibition % -14 and eIF2B yeast act mutant toxicity -14.
`O=C(Nc1ccc(N2CCCC2)c(Cl)c1)c1ccc(Br)o1` gave Yeast tox 2, eIF2B yeast act 21, Yeast tox inhibition % 4 and eIF2B yeast act mutant toxicity 4.
`CN(CC(=O)Nc1ccccc1N1CCOCC1)S(=O)(=O)c1ccc(F)cc1` gave Yeast tox 12, eIF2B yeast act 0, Yeast tox inhibition % -10 and eIF2B yeast act mutant toxicity -10.
CCOC(=O)Cc1cc(=O)n2[nH]c(-c3ccc(Cl)cc3)cc2n1 was read as Yeast tox 5, eIF2B yeast act 18, Yeast tox inhibition % 3 and eIF2B yeast act mutant toxicity 3.
O=C(NC1CCCC1)c1cccc(NC(=O)c2ccco2)c1 was read as Yeast tox 11, eIF2B yeast act 12, Yeast tox inhibition % 16 and eIF2B yeast act mutant toxicity 16.

Among those listed so far, these have an aryl methoxy group.
For COC(=O)c1[nH]c2ccc(C)cc2c1NC(=O)CN1CCc2cc(OC)c(OC)cc2C1 the results were Yeast tox 18, eIF2B yeast act -37, Yeast tox inhibition % 12 and eIF2B yeast act mutant toxicity 12.
`COc1ccc(-c2nnc(N)s2)cc1` gave Yeast tox 5, eIF2B yeast act 3, Yeast tox inhibition % 17 and eIF2B yeast act mutant toxicity 17.
Screening COc1ccc(O)c(-c2cc(C(F)(F)C(F)F)nc(-c3ccccc3)n2)c1 returned Yeast tox -8, eIF2B yeast act -5, Yeast tox inhibition % -45 and eIF2B yeast act mutant toxicity -45.
For COc1ccc(N2C(=O)CC(N3CCC(c4nc5ccccc5[nH]4)CC3)C2=O)cc1 (stereo not drawn) the results were Yeast tox 13 and Yeast tox inhibition % 10.
`COc1cccc(CNc2nc3nc(C)cc(C)n3n2)c1` gave Yeast tox 9, eIF2B yeast act 20, Yeast tox inhibition % 7 and eIF2B yeast act mutant toxicity 7.
`COc1ccc2[nH]c3c(NCc4ccco4)ncnc3c2c1` gave Yeast tox 33, eIF2B yeast act -9, Yeast tox inhibition % -9 and eIF2B yeast act mutant toxicity -9.
`C=CCNC(=O)CN(c1ccc(F)cc1)S(=O)(=O)c1ccc(OC)cc1` gave Yeast tox 4, eIF2B yeast act -38, Yeast tox inhibition % 17 and eIF2B yeast act mutant toxicity 17.
COc1ccc(C(C)=O)cc1COc1ccc(-n2cnnn2)cc1 was read as Yeast tox 15, eIF2B yeast act -11, Yeast tox inhibition % -5 and eIF2B yeast act mutant toxicity -5.
For COc1ccc(CNC(=O)C(c2ccc(C)o2)N(C(=O)c2csnn2)c2ccc(C(C)C)cc2)cc1 (stereo not drawn) the results were Yeast tox 18, eIF2B yeast act 13, Yeast tox inhibition % -3 and eIF2B yeast act mutant toxicity -3.
